Screening results: PubChem, NMMLSC
ABCB1 block: ABCB1 efflux pump inhibitors, primary screen, cell-based, multiplex, flow cytometry, ABCG2 counter-screen. ATP-dependent translocase ABCB1 (Homo sapiens), P08183. CCRF-Adr cells, JC-1 efflux. inhibition, % at 6.6 µM. 0.067% of 190,000 active; in the data active means inhibition above about 40%;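 further: 0% = vehicle and 100% = reference inhibitor; higher value means more JC-1 retained so stronger ABCB1 efflux block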
Target sequence (P08183 whole entry, looked up): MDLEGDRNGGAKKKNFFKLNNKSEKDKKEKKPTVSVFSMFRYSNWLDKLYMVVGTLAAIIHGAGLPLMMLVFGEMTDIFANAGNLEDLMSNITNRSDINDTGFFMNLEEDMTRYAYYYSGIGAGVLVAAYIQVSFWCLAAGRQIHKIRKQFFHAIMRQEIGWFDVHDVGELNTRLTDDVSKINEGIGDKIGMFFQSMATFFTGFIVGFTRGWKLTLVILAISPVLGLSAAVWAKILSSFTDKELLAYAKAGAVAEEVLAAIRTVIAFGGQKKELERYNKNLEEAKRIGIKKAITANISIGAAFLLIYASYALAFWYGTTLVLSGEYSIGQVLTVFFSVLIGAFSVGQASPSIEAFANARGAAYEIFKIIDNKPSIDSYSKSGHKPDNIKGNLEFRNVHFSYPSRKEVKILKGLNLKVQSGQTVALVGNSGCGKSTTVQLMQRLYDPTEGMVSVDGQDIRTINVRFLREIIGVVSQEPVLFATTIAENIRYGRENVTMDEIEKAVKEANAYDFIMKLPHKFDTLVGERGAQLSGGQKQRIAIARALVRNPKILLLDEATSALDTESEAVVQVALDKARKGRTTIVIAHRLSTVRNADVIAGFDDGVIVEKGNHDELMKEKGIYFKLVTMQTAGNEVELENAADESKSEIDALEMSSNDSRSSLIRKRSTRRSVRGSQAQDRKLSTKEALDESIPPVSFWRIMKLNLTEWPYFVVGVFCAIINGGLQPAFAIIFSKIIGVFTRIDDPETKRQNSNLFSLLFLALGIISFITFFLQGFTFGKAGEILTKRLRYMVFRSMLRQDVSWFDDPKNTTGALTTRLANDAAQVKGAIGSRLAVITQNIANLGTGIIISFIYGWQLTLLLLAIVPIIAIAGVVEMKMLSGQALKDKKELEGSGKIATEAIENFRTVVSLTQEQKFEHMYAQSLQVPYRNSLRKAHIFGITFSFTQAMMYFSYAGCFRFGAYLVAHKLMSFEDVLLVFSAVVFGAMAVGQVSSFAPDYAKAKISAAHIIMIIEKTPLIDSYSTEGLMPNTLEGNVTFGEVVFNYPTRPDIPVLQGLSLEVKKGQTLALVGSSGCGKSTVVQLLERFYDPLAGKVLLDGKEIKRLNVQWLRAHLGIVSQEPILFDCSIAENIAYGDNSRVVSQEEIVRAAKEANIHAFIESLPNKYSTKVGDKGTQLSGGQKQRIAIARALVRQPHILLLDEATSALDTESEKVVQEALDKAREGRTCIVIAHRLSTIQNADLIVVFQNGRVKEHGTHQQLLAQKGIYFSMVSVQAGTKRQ
Bim-Bcl-W: inhibitors of Bim binding to Bcl-W, primary screen, biochemical, multiplexed, bead-based flow cytometry | inhibition, % at 10 µM | Bim peptide-Bcl-W binding | AID 952, 2007 | 0.02% of 190,000 active | Bcl-2-like protein 2 (Homo sapiens), Q92843;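 further: 0% = bound tracer without compound and 100% = peptide blocker; higher means less fluorescent Bim peptide bound to Bcl-W beads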
RGS8-Gao: RGS8-Galphao binding modulators, primary screen, biochemical, multiplexed bead flow cytometry. 0.34% of 220,000 active. response (percent of control binding), % at 10 µM. Guanine nucleotide-binding protein G(o) subunit alpha (Homo sapiens), P09471. actives lie on both sides; in the data active means response below about 60% or above about 140%; inactive means in between;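 further: Galphao activated as the GDP aluminium fluoride complex binding bead-coupled RGS8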
Bcl-XL Bim block: inhibitors of Bim-Bcl-XL binding, primary screen, biochemical, multiplexed, bead flow cytometry, human Bcl-XL; inhibition, % at 10 µM; Bim peptide-Bcl-XL binding, fluorescence; 0.04% of 190,000 active
RGS4-Gao reg: modulators of RGS4 binding to Galphao, primary screen, biochemical, multiplexed bead flow cytometry; Guanine nucleotide-binding protein G(o) subunit alpha (Homo sapiens), P09471; actives lie on both sides; binding response (% of control), % at 10 µM; 0.33% of 220,000 active; AID 1415, 2008; in the data active means binding response below about 49% or above about 150%; inactive means in between;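 further: fluorescent Galphao activated with aluminum fluoride binding bead-coupled RGS4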
Bfl-1 Bim block: inhibitors of Bim binding to Bfl-1, primary screen, biochemical, multiplexed, bead-based flow cytometry; Bcl-2-related protein A1 (Homo sapiens), Q16548; inhibition, % at 10 µM; Bim-Bfl-1 binding inhibition; 0.12% of 190,000 active;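 further: 0% = wells without compound plus tracer and 100% = blocker peptide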
RGS7-Gao reg: RGS7-Galphao binding modulators, primary screen, biochemical, multiplexed bead flow cytometry. actives lie on both sides. binding response (% of control), % at 10 µM. 0.35% of 220,000 active. AID 1439, 2008; in the data active means binding response below about 49% or above about 150%; inconclusive means no clear call, values can overlap the other calls; inactive means in between;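 further: fluorescent Galphao held in activated GDP-AlF4 state binding bead-coupled RGS7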
ABCG2 inh: ABCG2 efflux pump inhibitors, primary screen, multiplex with ABCB1, IgMXP3 cells, flow cytometry | JC-1 efflux | inhibition, % at 6.6 µM | 0.1% of 190,000 active;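 active means inhibition above 80%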;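 further: 0% = DMSO and 100% = nicardipine control wells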
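Incubation: cells with compound and JC-1, 10 min at 25 °C, rotating, no wash / Test system: IgMXP3 (ABCG2) plus far-red-tagged CCRF-Adr (ABCB1) cells / Compound dosing: one concentration, 6.6 µM final / Also added: JC-1 fluorescent substrate / Evaluation: efflux inhibition in percent versus controls / Detection: flow cytometry, 530 nm JC-1 signal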
Bcl-B Bim block: inhibitors of Bim-Bcl-B binding, primary screen, biochemical, multiplexed, human Bcl-2 family. Bcl-2-like protein 10 (Homo sapiens), Q9HD36. bead-based flow cytometry, Bim peptide-Bcl-B binding. inhibition, % at 10 µM. 0.073% of 190,000 active;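 further: 0% = tracer peptide without compound and 100% = reference inhibitor peptide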
Bim-Mcl-1: inhibitors of Bim peptide binding to Mcl-1, primary screen, biochemical, bead-based flow cytometry, multiplex | 0.1% of 190,000 active | Induced myeloid leukemia cell differentiation protein Mcl-1 (Homo sapiens), Q07820 | inhibition, % at 10 µM | Bim peptide-Mcl-1 binding;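 further: 0% = no compound tracer wells and 100% = peptide blocker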
Bcl-2 Bim block: inhibitors of Bim-Bcl-2 binding, primary screen, biochemical, multiplexed, human Bcl-2 family | Apoptosis regulator Bcl-2 (Homo sapiens), P10415 | Bead-based flow cytometry, Bim peptide-Bcl-2 binding | inhibition, % at 10 µM | 0.06% of 190,000 active; in the data active means inhibition above about 40%; inconclusive means no clear call, values can overlap the other calls;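 further: 0% = no compound wells with probe peptide and 100% = reference peptide inhibitor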
Active calls of the source: *; ? = inconclusive. Unless noted, no stated cut-off is given here; in the data, active means inhibition above about 40%.

SMILES	ABCB1 block	Bim-Bcl-W	RGS8-Gao	Bcl-XL Bim block	RGS4-Gao reg	Bfl-1 Bim block	RGS7-Gao reg	ABCG2 inh	Bcl-B Bim block	Bim-Mcl-1	Bcl-2 Bim block
O=C(N/N=C/c1ccc2c(c1)OCO2)c1ccc(Cn2cc([N+](=O)[O-])cn2)o1	0.3	-2	100	-3	101	-1	100	1	-3	-3	-4
CCN(/N=C/c1ccc(Cl)cc1)c1cc(=O)n(C)c(=O)[nH]1	0.2	-3	73	-3	77	-1	87	11	-3	-6	-3
COc1cc(NS(=O)(=O)c2ccc(NC(=O)C3CCCO3)cc2)nc(OC)n1 (stereo unspecified)	-0.1	1	98	-3	98	4	101	-1	0	2	2
Cc1ccccc1NC(=O)Cc1nnc(SCc2ccc(Cl)c(Cl)c2)n1C	0.9	-5	99	-8	102	-21	101	4	-12	-2	-11
Cc1nn(-c2cc(C(F)(F)F)ccc2Cl)c2nc(C(F)(F)F)[nH]c(=O)c12	-0.2	-3	100	-6	101	0	101	-4	-5	-1	-3
O=C1C=C(NCc2ccc3c(c2)OCO3)CC(c2ccccc2)C1 (stereo unspecified)	0.7	-3	101	0	98	-5	103	3	-6	0	0
CCCC(=O)Nc1ccc2nc(SCC(=O)Nc3nccs3)sc2c1	-0.5	0	12*	-9	21*	-19	15*	26	-8	-4	-9
CCCSCC(=O)Nc1ncc2c(n1)-c1ccccc1CC2	0.5	0	98	0	96	6	98	7	2	0	4
CCOc1ccc(NC(=O)c2ccc(NC(=O)c3cn4c5c(c(N6CCN(C)CC6)c(F)cc5c3=O)OCC4C)cc2)cc1 (stereo unspecified)	-1.4	-18	102	-13	102	-11	102	-4	-57	-8	-10
c1ccc(C2=Nc3ccccc3OC2)cc1	0.5	0	100	-5	103	-11	103	2	-11	-3	-13
Cc1cccc2cc3c(nc12)SC(=NCC1CCCO1)N(Cc1ccco1)C3 (stereo unspecified)	1.2	3	91	2	95	13	96	6	-6	-1	4
CCCOc1c(OC)cccc1C1CC(=O)Nc2cc(OC)c(OC)c(OC)c21 (stereo unspecified)	6.5	-9	103	-12	98	-12	102	15	-9	-7	-15
CCOC(=O)c1sc2nc(C(C)C)c3c(c2c1N)CCC3	-0.4	-4	101	-7	99	-8	100	1	-10	-3	-9
COc1cc2cc(CN(C(=O)Nc3ccccc3)C3CCCC3)c(=O)[nH]c2cc1OC	1.6	-2	100	-1	97	-3	97	16	-2	-1	0
COc1cc(C=O)ccc1OC(=O)c1ccc(C(C)C)cc1	1.7	1	102	-2	103	-3	?	4	-3	-1	-1
CC1(C)OC(=O)C(=NNc2ccccc2)C(=O)O1	0.1	-4	102	-11	100	-3	104	0	-11	-5	-4
CSCCC(N=Cc1c(O)n(-c2ccc(F)cc2)c(=O)[nH]c1=O)C(=O)O (stereo unspecified)	0.1	1	102	-3	107	-16	101	0	-4	-1	-4
COc1cc(-c2c(C#N)c(N)nc(SCc3ccncc3)c2C#N)cc(OC)c1OC	0.6	-2	100	-2	102	0	98	1	-3	-3	-5
COc1ccc2cc(-c3[nH]ncc3CN3CCCN(c4ccccc4)CC3)ccc2c1	6.0	-7	93	-6	92	-1	95	7	-11	-2	1
O=C(CN(C(=O)Cn1nnc(-c2ccc(F)cc2)n1)C1CCCC1)NC1CCCC1	0.4	-4	99	-10	99	-13	100	1	-13	-6	-15
O=C(Nc1ccccc1OC(F)F)c1oc2ccccc2c1COc1ccccc1	-0.7	-6	94	-5	100	-2	100	1	-9	-4	-3
COCCCNC(=O)c1ccc2nc3ccccc3c(=O)n2c1	0.5	2	98	0	96	0	92	3	7	3	1
CCOC(=O)CSc1nnc(Cc2ccccc2)n1-c1ccc(C)cc1	0.5	-2	93	-2	87	-1	88	1	-4	-3	6
Cc1ccc(N(CC(=O)N/N=C/c2ccco2)S(=O)(=O)c2ccccc2)cc1	-1.3	-4	105	-3	100	-11	100	11	-10	-4	-6
Cc1ccc(NC(=O)c2c(C(F)(F)F)nn(C)c2Cl)cc1C	0.3	1	100	0	99	-9	93	7	-3	1	-1
NC(=O)c1ccccc1	0.6	-1	101	-3	106	-7	106	0	-2	0	-4
CCc1nc(CN2CCN(Cc3ccc(F)c(F)c3)C(CCO)C2)c(C)[nH]1 (stereo unspecified)	-0.3	0	100	-3	96	-4	99	0	-1	-1	-1
COc1ccc(NC(=O)CN(Cc2ccccc2)S(C)(=O)=O)cc1OC	0.4	-7	101	-8	100	-13	105	5	-7	0	-7
Cc1cc(C)cc(OC(C)c2ccnc3nc(/N=C/N(C)C)nn23)c1 (stereo unspecified)	1.6	2	103	-5	104	-16	103	10	-8	-2	-6
Brc1cccc(-c2nnc3sc(CN4CCCCC4)cn23)c1	0.3	1	99	-4	101	-14	96	10	-8	0	-5
CCN(CC)C(=O)CN(C#N)c1nc(NC(C)C)nc(NC(C)C)n1	0.1	-2	87	3	78	-13	95	0	-11	-4	-10
Cc1ccsc1C1CC(=O)OC2=C1C(=O)CC(C)(C)C2 (stereo unspecified)	1.0	0	103	-3	101	-4	105	3	-7	-33	-8
O=C(O)c1nc(N2CCCC2)ncc1Cl	0.2	-1	101	-13	100	-8	101	0	-4	-2	-5
COc1ccccc1-c1noc(CSc2nc(N)cc(=O)[nH]2)n1	-0.4	0	110	-2	108	-7	109	0	-5	-3	-3
Cc1occc1C(=O)NN1C(=O)C2C3CCC(O3)C2C1=O (stereo unspecified)	1.0	-2	102	-3	100	0	100	2	-1	-2	1
CCOc1ccc(OCC)c(NC(=O)CCSCCc2ccccn2)c1	1.2	-1	101	-4	102	-5	101	21	0	0	-3
CC(C)NC(=O)C1CCN(C2CCN(Cc3ccc4cccc(F)c4n3)CC2)CC1	1.1	-1	95	-4	94	-4	90	3	0	2	0
Cn1c(N)c(C(=O)CCl)c(=O)n(C)c1=O	0.3	-2	105	-6	104	-13	103	1	-6	-1	-2
CCOC(=O)CSC1=NC(=O)/C(=C/c2ccc(Br)cc2)S1	-0.4	1	89	-2	90	33	88	0	-5	0	-1
C/C=C/Cn1c(SC)nc2c1c(=O)[nH]c(=O)n2C	1.2	-2	98	-3	98	4	105	11	-7	-5	-2
CC(C)CCNC(=O)NC(=O)COC(=O)/C=C/c1cnc2ccccc2n1	1.0	-2	102	-3	104	-7	102	3	-5	-3	-6
O=C(Nc1ccc(NC(=O)c2cccs2)cn1)c1ccccc1	-1.1	-1	100	-4	98	-2	101	14	0	0	-4
CC1CCN(S(=O)(=O)c2ccc(C(=O)NNC(=O)C3CC3)cc2)CC1	0.2	1	101	-2	99	-6	99	1	-3	2	0
CCOc1ccccc1CNc1ccc(N2CCOCC2)c(C(=O)O)c1	-0.1	0	99	0	100	2	101	-1	-6	-1	2
O=C(N/N=C1\CCCc2ccccc21)c1cccc(Br)c1	-1.4	-5	99	-5	101	-7	100	16	-9	-3	-4
COc1nc(NCC(C)C)nc(Oc2ccc(=O)n(-c3ccccc3)n2)n1	0.3	0	104	-3	105	-12	104	1	-4	0	-13
CSC(=O)NC12CC3CC(CC(C)(C3)C1)C2	0.3	-1	104	-4	110	-11	109	1	-7	-3	-8
COc1cccc(NC(=O)COC(=O)c2cc(S(=O)(=O)N3CCOCC3)ccc2C)c1	-0.5	-4	104	-11	107	-6	101	-1	-7	-3	-6
COc1ccc(C(=O)C[n+]2ccc3c(c2)nc(-c2ccccc2)n3C)cc1	-0.4	-5	99	-3	105	-18	104	0	-8	-3	-14
CCCCNc1c([N+](=O)[O-])cc(C(=O)O)cc1[N+](=O)[O-]	1.1	-1	102	-1	104	-13	102	37	-5	-2	-6
COc1cc(/C=C2/N=C(C3CCCCC3)OC2=O)cc(OC)c1OC	0.5	0	102	-14	99	-12	101	3	-10	1	-3
COc1ccc(NC(=O)c2ccc(-c3ccc(OC)cc3)s2)cc1	-0.1	-2	104	-4	101	-11	100	1	-7	-3	-6
Cc1cccc(OCCNC(=S)NC(=O)c2cccnc2)c1	0.1	-2	106	-6	98	-1	106	1	-6	-3	-5
COc1cc2[nH]c(=S)n(CCCN3CCOCC3)c(=O)c2cc1OC	0.3	-5	101	-3	97	-2	100	1	-6	-8	-1
CCN(C(=O)c1cc2ccccc2oc1=O)c1cccc(C)c1	0.4	0	100	-3	102	0	100	1	0	0	3
Cc1cc(N(CN2CCCC2=O)C(=O)c2ccc(F)cc2)no1	0.8	0	97	-3	99	-13	100	2	-6	-1	-9
Cc1ccc(/C=C2\Oc3cc(OC(=O)N4CCOCC4)ccc3C2=O)cc1	1.9	-3	102	-4	102	-15	104	17	-6	-3	-12
CCn1c(SCC(=O)Nc2ccccc2C(=O)OC)nnc1-c1cccc(C)c1	0.7	-1	101	-1	105	-2	103	4	-8	1	-4
CC(=O)Nc1nc(C(=O)Nc2c(C)n[nH]c2C)cs1	0.2	-1	101	-2	103	-9	102	0	-3	3	0
Cc1nc(Nc2ccncc2)c2oc3ccccc3c2n1	0.1	0	100	-4	100	-10	100	1	-4	0	-6

Other records.
SMILES	ABCB1 block	Bim-Bcl-W	RGS8-Gao	Bcl-XL Bim block	RGS4-Gao reg	Bfl-1 Bim block	RGS7-Gao reg	ABCG2 inh	Bcl-B Bim block	Bim-Mcl-1	Bcl-2 Bim block
COc1ccc(/C=C(/C(=O)Nc2ccccc2C(=O)NC(C)C)c2ccccc2)cc1	0.8	4	101	-2	101	-13	99	2	-3	1	-8
COc1ccccc1C1CC(c2ccc(Cl)cc2)Nc2nc(N)nn21 (stereo unspecified)	-0.1	1	99	-1	98	0	97	-1	0	-1	-1
O=C(Cc1ccccc1)N[C@H](c1ccccc1)P(=O)(O)CO	-0.4	-2	102	-1	101	-11	100	-1	-4	0	-8
Cc1ccc(C)c2[nH]c(=O)c(CCNC(=O)c3ccc(S(=O)(=O)N(C)C)cc3)cc12	0.4	2	96	-2	94	-4	91	6	-4	1	-6

3 compounds already listed, arranged by molar mass, high to low.
SMILES	ABCB1 block	Bim-Bcl-W	RGS8-Gao	Bcl-XL Bim block	RGS4-Gao reg	Bfl-1 Bim block	RGS7-Gao reg	ABCG2 inh	Bcl-B Bim block	Bim-Mcl-1	Bcl-2 Bim block
Cc1ccc(C)c2[nH]c(=O)c(CCNC(=O)c3ccc(S(=O)(=O)N(C)C)cc3)cc12	0.4	2	96	-2	94	-4	91	6	-4	1	-6
COc1ccc(/C=C(/C(=O)Nc2ccccc2C(=O)NC(C)C)c2ccccc2)cc1	0.8	4	101	-2	101	-13	99	2	-3	1	-8
Cc1nc(Nc2ccncc2)c2oc3ccccc3c2n1	0.1	0	100	-4	100	-10	100	1	-4	0	-6
